Screening data as filed in PubChem.
NPY2 pot ag: potentiates or activates human NPY-Y2 receptor; cells expressing NPY-Y2, potentiator/agonist read-out; activation, % at 3.6 µM; 220,000 compounds, 0.45% hits; AID 1359; in the data active = activation above about 27%;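 note: cells stimulated with NPY near EC25 plus isoproterenol at EC100; 0% = vehicle plus submaximal agonist and 100% = vehicle plus saturating agonist; some results beyond the cut were filed as inactive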
Target sequence (P49146 whole entry, looked up): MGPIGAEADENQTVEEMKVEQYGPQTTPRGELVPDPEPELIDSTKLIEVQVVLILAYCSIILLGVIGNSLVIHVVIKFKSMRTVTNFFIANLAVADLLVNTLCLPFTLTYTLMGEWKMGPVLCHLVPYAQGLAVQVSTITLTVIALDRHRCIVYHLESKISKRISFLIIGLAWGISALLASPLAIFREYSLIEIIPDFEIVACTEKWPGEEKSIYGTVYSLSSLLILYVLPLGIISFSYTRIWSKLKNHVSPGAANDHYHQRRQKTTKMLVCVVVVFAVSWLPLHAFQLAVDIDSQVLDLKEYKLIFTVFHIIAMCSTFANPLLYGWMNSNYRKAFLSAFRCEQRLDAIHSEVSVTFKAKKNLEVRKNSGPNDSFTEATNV
Runt-SMMHC FRET: blocks binding of human RUNX1 Runt domain to CBFb-SMMHC; Cerulean-Runt/Venus-CBFb-SMMHC FRET ratio 530/480, 1 h; 220,000 compounds, 0.74% hits; Q01196+Q13951; inhibition, % at 20 µM;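 active = mean inhibition across duplicate retests at 20 µM reaching about 50%, limit read from the data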;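 note: 0% = DMSO wells and 100% = wells with excess untagged CBFb-SMMHC; inhibitors lower the FRET ratio by blocking Runt binding to CBFb-SMMHC; some results filed as inactive read as strong as hits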
Target sequence (Q01196 whole entry, looked up, the tested form may be a part): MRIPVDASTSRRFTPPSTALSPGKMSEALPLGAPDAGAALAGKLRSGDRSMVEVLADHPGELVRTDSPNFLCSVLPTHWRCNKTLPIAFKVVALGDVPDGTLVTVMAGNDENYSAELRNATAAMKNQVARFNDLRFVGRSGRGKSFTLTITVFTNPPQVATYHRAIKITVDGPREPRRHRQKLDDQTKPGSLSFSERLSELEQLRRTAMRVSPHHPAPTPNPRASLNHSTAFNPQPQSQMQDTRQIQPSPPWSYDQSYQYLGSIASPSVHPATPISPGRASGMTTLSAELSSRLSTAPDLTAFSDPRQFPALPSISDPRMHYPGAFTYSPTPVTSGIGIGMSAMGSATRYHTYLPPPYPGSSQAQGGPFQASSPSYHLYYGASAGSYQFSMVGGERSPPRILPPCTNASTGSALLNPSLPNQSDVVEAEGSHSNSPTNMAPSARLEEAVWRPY
Target sequence (Q13951 whole entry, looked up, the tested form may be a part): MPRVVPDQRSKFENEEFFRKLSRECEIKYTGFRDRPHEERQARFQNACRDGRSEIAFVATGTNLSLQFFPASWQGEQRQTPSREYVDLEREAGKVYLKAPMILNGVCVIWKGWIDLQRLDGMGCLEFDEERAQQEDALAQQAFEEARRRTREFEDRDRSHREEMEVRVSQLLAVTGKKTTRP
Runt-CBFb FRET: blocks binding of human RUNX1 Runt domain to CBFb. Cerulean-Runt/Venus-CBFb FRET ratio 530/480, 1 h. 220,000 compounds, 0.46% hits. inhibition, % at 20 µM. Q01196+Q13951;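 active = inhibition over about 50% at 20 µM in the single-dose screen, limit read from the data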;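 note: 0% = DMSO wells and 100% = excess unlabeled CBFb competitor control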
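Buffer or medium: Tris pH 7.5 buffer with BSA. Assay system: Cerulean-labeled Runt domain protein. Amount: each fluorescent fusion protein 100 nM. Read-out basis: loss of energy transfer signal. Incubation: 1 h compound exposure, room temperature. Probe or stimulus: Venus-CBFb binding partner, 100 nM. Detection: FRET, excitation 422 nm, emission at 530 and 480 nm.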
NPY-Y1 antag: antagonists of human neuropeptide Y receptor Y1 | P25929 | HEK293-CNG Y1 cells, membrane potential fluorescence; NPY at EC95, then isoproterenol | inhibition, % at 3.6 µM | 200,000 compounds, 1% hits | AID 1040;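 active = inhibition above the campaign mean inhibition of all tested compounds plus 3 SD, cut at about 20% in these data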;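 note: 0% = DMSO wells given NPY plus isoproterenol and 100% = isoproterenol alone without NPY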
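Assay system: HEK293 cells with Y1 receptor plus CNG channel | Probe or stimulus: NPY (25 nM), isoproterenol (1 µM), Ro 20-1724 (25 µM) | Timing: Compound incubation 1 h at room temperature, readout 45 min post-stimulation | Measured by: Membrane-potential fluorescent dye readout | Benchmarks: High control isoproterenol alone, low control NPY with isoproterenol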
NPY1 pot ag: potentiates or activates human NPY-Y1 receptor; P25929; NPY-Y1 expressing cells, potentiator/agonist activation; activation, % at 3.6 µM; 220,000 compounds, 0.37% hits; AID 1304; in the data active = activation above about 33%, passing the limit was not always enough;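 note: cells stimulated with NPY at EC10 then isoproterenol at EC100; 0% = low agonist plus stimulus and 100% = saturating agonist plus stimulus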
MDM2 E3 inh: blocks human Mdm2 ubiquitin ligase activity | Q00987 | cell-based MDM2 ubiquitination luciferase reporter, 2 h; 0 = plate control, 100 = twice control, blank-subtracted | signal enhancement, % at 5 µM | 210,000 compounds, 0.11% hits | AID 1230;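 active = signal enhancement of 30% or more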;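 note: luminescence tracks abundance of the self-degrading MDM2-luciferase fusion protein; higher signal means inhibition of MDM2 E3 ligase activity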
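Material: stable MDM2–luciferase fusion reporter cells / Quantity: 2000 cells/well / Dosing: single 5 µM compound dose, 0.2% final DMSO / Buffer or medium: DMEM / Schedule: 4 h cell settling then 2 h compound exposure, 37 °C / Detection: luminescence with SteadyLite reagent, 15 min at room temperature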
Hck Nef HTS: blocks Nef-activated human Hck kinase. P08631. Recombinant Hck-YEEI plus Nef, Z-Lyte FRET kinase assay. inhibition, % at 20 µM. 220,000 compounds, 0.68% hits;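 active = Hck-Nef kinase inhibition above about 50%, limit read from the data; inactive = inhibition below that limit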;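 note: 0% = DMSO with Hck plus Nef and 100% = Hck alone without Nef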
p97 inhibitor: blocks human p97 ATPase activity; P55072; recombinant p97 ATPase, Kinase-Glo ATP luminescence, 3 h; inhibition, % at 8 µM; 220,000 compounds, 0.42% hits; in the data active = inhibition above about 15%;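 note: 0% = DMSO vehicle and 100% = wells lacking enzyme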
RBBP9 inh: blocks human serine hydrolase RBBP9. O75884. recombinant RBBP9, FP-Rh probe fluorescence polarization. inhibition, % at 7.94 µM. 220,000 compounds, 0.2% hits. AID 1515;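 active = inhibition above the campaign mean of all tested compounds plus 3 SD, cut at about 14% in these data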;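 note: plate controls were DMSO wells with RBBP9 for no effect and wells lacking RBBP9 protein for full effect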
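system = RBBP9 protein | input = RBBP9 at 2.5 µM in dispensed solution, before mixing | measured by = fluorescence polarization (mP), excitation 525 nm, emission 598 nm | incubation = enzyme-compound preincubation 30 min, then probe labeling 45 min, 25 °C | buffer or medium = Tris-NaCl-Pluronic buffer, pH 8.0 | compound = single dose 7.94 µM | also added = FP-Rh probe, 375 nM dispensing solution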
Active calls of the source: *; . = no result given.

nr | mol | NPY2 pot ag | Runt-SMMHC FRET | Runt-CBFb FRET | NPY-Y1 antag | NPY1 pot ag
1 | COc1ccc(-c2cc(-c3n[nH]c(=S)n3-c3cc(OC)ccc3OC)[nH]n2)cc1 | -36 | 20 | 5 | 27* | -70
2 | CNc1nc(C)cc(C)c1S(=O)(=O)c1ccc(Cl)cc1 | -7 | -1 | 0 | 1 | -6
3 | COc1cc(C(=O)NCc2cccc3ccccc23)cc(Cl)c1OC | 4 | -2 | -1 | -2 | 9
4 | Cc1[nH][nH]c(=O)c1C(c1ccc(-c2ccc(Cl)c(C(=O)O)c2)o1)c1c(C)[nH][nH]c1=O | -1 | 4 | 9 | 3 | -5
5 | O=C(Nc1cc(Cl)cc(Cl)c1)C(c1ccccc1)N1CCCCC1 (configuration not stated) | -3 | 0 | 1 | 30* | -32
6 | CCN(C(=O)COC(=O)/C=C/c1cccc([N+](=O)[O-])c1)c1ccccc1 | -11 | 2 | 0 | 5 | -6
7 | CCOC(=O)C1CCCN(S(=O)(=O)c2ccc(S(=O)(=O)N(CC)CC)cc2)C1 (configuration not stated) | -9 | 4 | -3 | 13 | -35
8 | CCCC12CN3CC(C)(CN(C1)C3c1cccs1)C2=O (configuration not stated) | -10 | -1 | -1 | . | 17
9 | COc1ccc(-n2cnnc2SCC(=O)N2CCN(c3ccccc3)CC2)cc1 | 8 | 1 | 3 | -2 | -10
10 | CCN(CC)S(=O)(=O)c1ccc(C)c(NC(=O)COc2ccc3c(C)cc(=O)oc3c2)c1 | 15 | 0 | -8 | -1 | 13
11 | CC(=O)c1ccc(NC(=O)C2C3C=CC(C3=C(c3ccccc3)c3ccccc3)C2C(=O)O)cc1 (configuration not stated) | -17 | -6 | -4 | 15 | -25
12 | N#C/C(=C1/CCCN1)c1ccccn1 | -1 | -1 | -1 | 1 | -14
13 | CC1(C)CC(=O)C(C2C3=C(CC(C)(C)CC3=O)Oc3ccccc32)=C(O)C1 (configuration not stated) | -3 | -4 | 1 | 8 | -14
14 | CCOC(=O)n1c(=O)oc2cc(S(=O)(=O)N3CCCCC3)ccc21 | 2 | -2 | -2 | -2 | 8
15 | CCCC(=O)NC(=S)Nc1ccc(C(C)=O)cc1 | 4 | -2 | -2 | 3 | 11

nr | MDM2 E3 inh | Hck Nef HTS | p97 inhibitor | RBBP9 inh
1 | -19 | 2 | -7 | -12
2 | -5 | -2 | -8 | -7
3 | -4 | 0 | 2 | -7
4 | -14 | 25 | 16* | -11
5 | . | 0 | -7 | -11
6 | -13 | 21 | 0 | -6
7 | -87 | 13 | -3 | -4
8 | -4 | 5 | 6 | -5
9 | 6 | 3 | 1 | -3
10 | -9 | 13 | 6 | -7
11 | -9 | 25 | -1 | -8
12 | -17 | 7 | 4 | 2
13 | -5 | -2 | -3 | -6
14 | -13 | 1 | 4 | -1
15 | 6 | 6 | 2 | -6

Entries shown so far that contain four or more nitrogen atoms:
nr | mol | NPY2 pot ag | Runt-SMMHC FRET | Runt-CBFb FRET | NPY-Y1 antag | NPY1 pot ag
1 | COc1ccc(-c2cc(-c3n[nH]c(=S)n3-c3cc(OC)ccc3OC)[nH]n2)cc1 | -36 | 20 | 5 | 27* | -70
4 | Cc1[nH][nH]c(=O)c1C(c1ccc(-c2ccc(Cl)c(C(=O)O)c2)o1)c1c(C)[nH][nH]c1=O | -1 | 4 | 9 | 3 | -5
9 | COc1ccc(-n2cnnc2SCC(=O)N2CCN(c3ccccc3)CC2)cc1 | 8 | 1 | 3 | -2 | -10

nr | MDM2 E3 inh | Hck Nef HTS | p97 inhibitor | RBBP9 inh
1 | -19 | 2 | -7 | -12
4 | -14 | 25 | 16* | -11
9 | 6 | 3 | 1 | -3

(more compounds)
nr | mol | NPY2 pot ag | Runt-SMMHC FRET | Runt-CBFb FRET | NPY-Y1 antag | NPY1 pot ag
16 | O=C(/C=C/Nc1ccccc1)c1ccc(Oc2ncccn2)cc1 | 6 | 1 | 1 | -4 | 20
17 | O=C(CCn1ccc([N+](=O)[O-])n1)Nc1nccs1 | 8 | -2 | -1 | -1 | 7
18 | O=C(CN1C(=O)c2ccccc2S1(=O)=O)NC(Nc1ccccc1F)C(Cl)(Cl)Cl (configuration not stated) | 2 | -2 | 0 | 0 | 11
19 | NC(=O)c1c(/N=C/c2cccnc2)sc2c1CCCC2 | 1 | 0 | 5 | . | -2
20 | CCN(CC)c1ccc(O)c(C=Nc2ccc(C)c(C)c2)c1 | 4 | 4 | 6 | -5 | 18
21 | CCOC(=O)N1CCC(=NNC(=O)c2ccc(O)cc2)CC1 | 4 | -1 | 1 | 5 | 1
22 | COc1ccc(C2OC(=O)CC2C(=O)NC2CCCC(C)C2C)cc1OC (configuration not stated) | -1 | -2 | 3 | 1 | 14
23 | O=C(Nc1nnc(-c2cccs2)o1)c1ccc(S(=O)(=O)N2CCOCC2)cc1 | 2 | 3 | 0 | -1 | -1
24 | COc1ccccc1/C=C/C1=NC(=C\C=C/c2ccccc2)/C(=O)O1 | -13 | -85 | -3 | 3 | -39
25 | O=C(OC1CCOC1=O)c1ccc2ncsc2c1 (configuration not stated) | 7 | 2 | 6 | 5 | 10
26 | CC1(C)CC(=O)c2sc(NC(=O)C3COc4ccccc4O3)nc2C1 (configuration not stated) | 1 | 0 | 2 | 0 | -7
27 | Cc1ccccc1NC(=O)Cn1nnc(-c2ccc(CN3CCC(C)CC3)cc2)n1 | -16 | 4 | 0 | . | -6
28 | CC(NC(=O)CN1CCN(c2ncccn2)CC1)c1ccc(F)cc1 (configuration not stated) | 6 | 2 | -2 | 1 | 24
29 | C=CC(=O)NC(NC(=O)C=C)c1ccc(Br)cc1 | -16 | 1 | 0 | 7 | 0
30 | Cc1nc(SCc2ccc(Cl)c(Cl)c2)ncc1C(=O)O | -12 | 2 | -3 | -3 | -18

nr | MDM2 E3 inh | Hck Nef HTS | p97 inhibitor | RBBP9 inh
16 | -29 | 0 | -3 | -7
17 | 24 | 18 | 6 | 3
18 | . | -3 | 3 | -8
19 | -13 | 10 | -4 | -4
20 | -24 | 2 | 5 | -7
21 | -1 | 2 | 5 | -7
22 | -14 | -2 | -1 | 0
23 | -9 | 20 | 6 | -7
24 | -6 | -2 | -5 | -9
25 | -1 | -11 | 2 | 5
26 | -11 | 1 | -5 | -6
27 | . | 14 | 0 | 3
28 | -3 | 1 | 4 | -8
29 | -8 | 1 | 0 | -6
30 | -9 | 20 | -3 | -5

Compound profiles, from the list above. Order of screens: NPY2 pot ag, Runt-SMMHC FRET, Runt-CBFb FRET, NPY-Y1 antag, NPY1 pot ag, MDM2 E3 inh, Hck Nef HTS, p97 inhibitor, RBBP9 inh
Cc1[nH][nH]c(=O)c1C(c1ccc(-c2ccc(Cl)c(C(=O)O)c2)o1)c1c(C)[nH][nH]c1=O is entered as -1, 4, 9, 3, -5, -14, 25, 16*, -11
COc1ccc(-c2cc(-c3n[nH]c(=S)n3-c3cc(OC)ccc3OC)[nH]n2)cc1 is entered as -36, 20, 5, 27*, -70, -19, 2, -7, -12

(list continues)
nr | mol | NPY2 pot ag | Runt-SMMHC FRET | Runt-CBFb FRET | NPY-Y1 antag | NPY1 pot ag
31 | O=C(CCCN1C(=O)c2ccccc2C1=O)NCc1ccco1 | -10 | 0 | -2 | 7 | -10
32 | COc1ccc(Br)c(C(=O)NC2CCCC2)c1 | 4 | 4 | 0 | 3 | 13
33 | Cc1ccc(CNC(=O)Cn2c(=O)n(-c3ccccc3)c(=O)c3sccc32)cc1 | 5 | -4 | -1 | -1 | 0
34 | S=C1NC[C@H](Cc2ccccc2)N1CCc1cccc2ccccc12 | . | 1 | -1 | . | .
35 | CC(=O)Nc1ccc(C(=O)CSc2nc3ccc(C)cc3[nH]2)cc1 | 13 | -2 | -4 | -2 | -6
36 | COc1ccc(CCNC(=O)c2noc3c2CCCC3)cc1OC | -2 | 2 | 0 | -1 | 10
37 | O=C(C(Cc1ccccc1)n1cccc1)N1CCN(C2CCCCC2)CC1 (configuration not stated) | -10 | 14 | 31 | 15 | 4
38 | CNC(=O)CSc1nnc(-c2ccccc2F)n1CCc1ccccc1 | 3 | -4 | 2 | . | 15
39 | CCOC(=O)N1CCN(C(=O)c2ccc(C)c(S(=O)(=O)Nc3cccc(C)c3C)c2)CC1 | -10 | -2 | -2 | -6 | -19
40 | COc1ccc(CNC(=O)C(C)NC(=O)c2cc3ccccc3o2)cc1 (configuration not stated) | -28 | -5 | 0 | 4 | -22
41 | CCCC1O[C@@H]2CC3C4CCC5=CC(=O)C=C[C@]5(C)C4C(OC(C)=O)C[C@]3(C)[C@]2(C(=O)COC(C)=O)O1 (some centres not stated) | -4 | -2 | -9 | 8 | -8
42 | S=c1[nH]nc(-c2cc(-c3ccccn3)nc3ccccc23)o1 | 14 | -22 | 0 | . | 12
43 | CCOC(=O)C(=O)N1c2ccccc2C(N(C(=O)C(=O)OCC)c2ccccc2)CC1C (configuration not stated) | -18 | 0 | -2 | . | 3
44 | O=C(N/N=C/c1cn(CC(=O)N2CCOCC2)c2ccccc12)c1cccnc1 | -2 | -2 | -1 | . | -12
45 | CCOc1ccc(Cc2nc(C)c(CC(=O)N3CCCCC3)c(=O)[nH]2)cc1 | -48 | 1 | -1 | 2 | 22
46 | Cc1onc(C(=O)N2CCN(c3ccccc3F)CC2)c1-c1ccccc1Cl | 5 | -5 | 12 | 13 | -9

nr | MDM2 E3 inh | Hck Nef HTS | p97 inhibitor | RBBP9 inh
31 | 7 | 2 | -4 | -10
32 | -11 | 12 | 7 | -4
33 | 6 | -7 | 5 | 4
34 | 16 | 21 | . | .
35 | -5 | 12 | 10 | -6
36 | -13 | -2 | 5 | -7
37 | -18 | 1 | -3 | -7
38 | -7 | 12 | 5 | 1
39 | 4 | 0 | -3 | -6
40 | -7 | 0 | 4 | -7
41 | -5 | 1 | 0 | -3
42 | . | 19 | 2 | -3
43 | -4 | 15 | -5 | 9
44 | -7 | 11 | -2 | -6
45 | -6 | 2 | -3 | -3
46 | -12 | 0 | -9 | 0
